Compound activity: PubChem BioAssay, several laboratories
GalR3 antagonist: blocks the human galanin receptor 3; O60755; HEK293 GalR3-CNG cAMP membrane potential fluorescence; galR3 body fused to GalR1 C-terminus; inhibition, % at 3 µM; 360,000 tested, 0.44% active;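 active = inhibition above the screen-wide average plus 3 SD, cut at about 13% in these data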;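 note: forskolin and galanin both at EC90 stimulate the cells; cAMP rise reported by CNG channel membrane potential dye signal; 0% = forskolin plus galanin with DMSO and 100% = forskolin alone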
Target sequence (O60755 1-299 limits assumed): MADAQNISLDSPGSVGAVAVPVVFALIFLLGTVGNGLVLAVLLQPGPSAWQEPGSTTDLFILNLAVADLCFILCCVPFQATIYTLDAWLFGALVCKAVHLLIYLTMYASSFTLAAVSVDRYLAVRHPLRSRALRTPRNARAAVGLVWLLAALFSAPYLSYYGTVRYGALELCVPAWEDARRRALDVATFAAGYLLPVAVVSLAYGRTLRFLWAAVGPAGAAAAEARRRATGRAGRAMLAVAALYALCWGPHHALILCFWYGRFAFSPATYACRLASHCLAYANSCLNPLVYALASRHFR
V1aR counter: activates human V1a receptor in oxytocin agonist counter-screen. activation, % at 3 µM. P37288. 320,000 tested, 0.25% active. CHO-V1R cells, Fluo-8 calcium fluorescence, agonist mode; 0% DMSO, 100% 3 nM vasopressin;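 active = activation above the mean activation of all tested compounds plus 3 SD, per screening run, cut at about 20% in these data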;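 note: signal is peak over basal fluorescence ratio across a 100 second FLIPR read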
Target sequence (P37288 whole entry, looked up): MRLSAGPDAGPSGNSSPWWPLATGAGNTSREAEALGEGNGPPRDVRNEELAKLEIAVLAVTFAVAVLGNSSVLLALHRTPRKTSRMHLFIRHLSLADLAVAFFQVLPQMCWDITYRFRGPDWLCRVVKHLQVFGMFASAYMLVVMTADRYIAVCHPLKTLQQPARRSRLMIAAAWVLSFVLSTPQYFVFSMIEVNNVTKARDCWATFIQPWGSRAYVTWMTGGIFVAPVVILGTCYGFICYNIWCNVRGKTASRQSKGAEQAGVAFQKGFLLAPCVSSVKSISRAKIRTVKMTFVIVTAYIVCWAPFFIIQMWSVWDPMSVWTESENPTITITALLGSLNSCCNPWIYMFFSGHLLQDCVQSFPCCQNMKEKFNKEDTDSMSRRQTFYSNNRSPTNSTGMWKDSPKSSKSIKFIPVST
M18AAP inhibitor: blocks P. falciparum M18 aspartyl aminopeptidase. recombinant PfM18AAP, H-Glu-NHMec fluorogenic cleavage. 290,000 tested, 1.2% active. inhibition, % at 7.35 µM. AID 1822;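 active = inhibition above the campaign mean inhibition over all tested compounds plus 3 SD, cut at about 28% in these data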;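 note: 0% = plate median of test compound wells and 100% = 2 mM ZnCl2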
MEKK2 mut-MEK5: signal of MEK5 binding to mutant human MEKK2 PB1 domain; bead flow cytometry, Alexa488-MEK5 binding to MEKK2 mutant; percent response, % at 10 µM; 290,000 tested, 0.35% active; AID 1530; in the data active = percent response above about 24%, passing the limit was not always enough; note: inactives centre near 1; some results filed as inactive read as strong as hits
NALP1 inh: inhibitors of NALP1 inflammasome in yeast | AID 2071 | 280,000 tested, 0.61% active | S. cerevisiae NALP1/ASC/caspase-1 growth, X-gal OD620, 72 h | inhibition, % at 10 µM; in the data active = inhibition mostly above about 24%, no sharp cut-off; inactive = mostly below about 32%; note: some compounds called inactive have numbers as strong as hits
OXTR potentiator: human OXTR potentiation | activation, % at 3 µM | 320,000 tested, 0.061% active | AID 2445 | CHO-OTR cells, Fluo-8 calcium fluorescence, potentiator mode; 0% = oxytocin EC15, 100% = EC100 | P30559;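 active = activation above that plate's cutoff, the mean activation of tested compounds plus 3 SD, cut at about 6.6% in these data, passing the limit was not always enough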;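 note: 100% uses oxytocin at 75 nM as the full agonist control; some results filed as inactive read as strong as hits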
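Assay system: CHO cell line stably expressing human OTR. Reagent: EC15 oxytocin agonist. Dosing: single dose, 3.0 µM nominal final compound concentration. Timing: compound 6 min at room temperature before oxytocin, 100 s read. Signal: kinetic Fluo-8 calcium fluorescence. Controls: oxytocin EC15 low and EC100 high.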
OXTR agonist: agonists of human oxytocin receptor; P30559; CHO-OTR cells, Fluo-8 calcium fluorescence; normalized: DMSO 0%, oxytocin 100%; activation, % at 3 µM; 320,000 tested, 0.32% active; AID 2435;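 active = activation above the mean of all tested compounds plus 3 SD, cutoff set per screening run, cut at about 20% in these data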;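 note: peak over basal fluorescence ratio from a 100 s FLIPR kinetic read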
GPR7 antag: antagonists of human GPR7 (neuropeptides B/W receptor 1) | P48145 | GPR7-expressing cells, fluorescence antagonist assay | inhibition, % at 4.4 µM | 290,000 tested, 1.1% active | AID 1861; in the data active = inhibition above about 16%, passing the limit was not always enough;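 note: cells stimulated with the agonist NPW; 0% = agonist with vehicle and 100% = vehicle without agonist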
Target sequence (P48145 whole entry, looked up): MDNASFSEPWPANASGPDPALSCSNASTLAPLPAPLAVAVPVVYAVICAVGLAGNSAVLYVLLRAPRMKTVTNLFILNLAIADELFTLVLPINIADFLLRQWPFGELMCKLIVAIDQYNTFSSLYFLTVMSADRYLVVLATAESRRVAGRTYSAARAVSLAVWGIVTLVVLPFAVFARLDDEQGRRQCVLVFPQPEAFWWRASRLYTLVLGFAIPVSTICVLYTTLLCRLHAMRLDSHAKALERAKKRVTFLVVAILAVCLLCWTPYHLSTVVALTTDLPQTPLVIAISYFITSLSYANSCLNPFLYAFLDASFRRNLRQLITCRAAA
MEKK2wt PB1 HTS: raises or lowers MEK5 binding to wildtype human MEKK2 PB1 domain; Q9Y2U5; bead flow cytometry, Alexa488-MEK5 binding to MEKK2 WT; actives lie on both sides; binding response (% of control), % at 10 µM; 290,000 tested, 1.1% active; in the data active = binding response below about 67% or above about 130%
* = called active by the depositor; . = no result given; [ ] = dose if it differs, or a comment. Compounds as they come; overall some 4.1% were active at least once.

SMILES | GalR3 antagonist | V1aR counter | M18AAP inhibitor | MEKK2 mut-MEK5 | NALP1 inh | OXTR potentiator | OXTR agonist | GPR7 antag | MEKK2wt PB1 HTS
O=C(OCCN1CCCC1)C1(c2ccccc2)CCCC1 | -3.7 | . | -16.5 | 5.0 | 11.6 | . | . | 8.2 | 105.0
COC(=O)Nc1ccc(OCc2ccccc2)cc1 | -9.1 | 0.1 | -0.1 | 5.0 | 30.6 | -2.3 | 0.9 | -6.3 | 111.0
CCOc1ccc(S(=O)(=O)NCc2ccco2)c2ccccc12 | 2.0 | -1.3 | 2.6 | 9.0 | 30.0 | -5.8 | -2.2 | -4.3 | 113.0
CCOC(=O)C1=C(C)NC(C)=C(C(=O)OCC)C1C(=O)OCC(=O)N(C)C | 0.7 | -0.8 | 2.5 | -17.0 | . | 2.1 | 0.6 | -18.9 | 91.0
COc1ccc(Nc2nnc(SCc3cc(=O)n4ccsc4n3)s2)cc1 | -5.9 | 0.1 | 10.3 | 3.0 | 3.2 | 0.0 | -0.4 | -2.0 | 105.0
O=C(Nc1nc2c(F)cc(F)cc2s1)C1CC(=O)N(Cc2ccco2)C1 (stereo unspecified) | 2.6 | 0.3 | -16.0 | -12.0 | 11.4 | -0.1 | 1.8 | -0.9 | 87.0
COc1cc2c(cc1OC)/C(=C/C(=O)c1ccc(F)cc1)NCC2 | 14.8* | -0.8 | -7.1 | 3.0 | 21.5 | -3.2 | -1.6 | -10.6 | 106.0
C[C@@]12C(=O)N(Cc3ccccc3)CC(=O)N1[C@H](/C=C/c1ccccc1)[C@@H]1C(=O)N(c3ccccc3)C(=O)[C@@H]12 | -1.9 | 0.0 | -1.1 | 2.0 | -1.3 | -1.4 | 1.4 | -6.1 | 105.0
O=C(CSc1nccn1-c1ccccc1)c1ccc(Br)cc1 | -2.5 | -1.8 | -10.3 | 0.0 | 2.0 | -9.2 | -2.1 | 0.6 | 99.0
CCn1cc(/C=C/C(=O)Nc2ccn(Cc3c(F)c(F)c(F)c(F)c3F)n2)cn1 | -4.9 | 1.5 | 1.9 | 0.0 | 37.5 | -4.8 | 1.8 | -8.8 | 99.0
Cc1ccc(C(C)C)c(OCC(=O)Nc2cccc(S(=O)(=O)NC3=NCCCCC3)c2)c1 | -3.3 | 3.5 | -13.5 | 5.0 | 22.4 | -5.3 | 0.1 | -9.3 | 106.0
CC(C)(C)c1ccccc1NC(=O)c1ccco1 | -12.4 | 0.3 | -3.5 | 7.0 | -2.7 | -6.2 | 1.0 | -6.5 | 105.0
CCCCOc1ccc(-c2cn3ccccc3n2)cc1[N+](=O)[O-] | -3.1 | -0.9 | -1.5 | -1.0 | 27.2 | -13.2 | -1.7 | -6.0 | 101.0
C=CCN1C(=O)C2(OCCCO2)c2ccccc21 | -9.2 | 0.0 | 1.1 | 1.0 | 10.0 | 2.6 | -0.7 | 6.9 | 99.0
Cc1ccc(CNC(=O)c2c(-c3ccccc3)noc2C)cc1 | -12.6 | -0.6 | 12.7 | 3.0 | 12.0 | 5.3 | -1.8 | -0.6 | 102.0
CC(=O)Nc1ccc(NC(=O)CN(c2ccc(C(C)C)cc2)S(=O)(=O)c2ccccc2)cc1 | 1.2 | 0.8 | -13.3 | 3.0 | 9.0 | -6.6 | -0.1 | -13.9 | 107.0
CCC1(CC)C(=O)C2=C3C1[C@H](C(=O)OC)C=C(C(=O)OC)C[C@H]3n1c(=O)n(C)c(=O)n1[C@H]2C (stereo partly specified) | -5.2 | 0.3 | . | 7.0 | . | 3.6 | -0.4 | . | 104.0
COc1ccc(NC(=O)c2cc3ccccn3n2)cc1 | . | -0.8 | 7.3 | 7.0 | -10.0 | -0.8 | -1.1 | -1.7 | 98.0
OCc1nn2c(c1Br)NC(c1ccccc1)CC2C(F)(F)F (stereo unspecified) | 1.1 | 0.6 | -1.9 | 5.0 | 14.6 | -9.8 | 0.5 | -9.3 | 106.0
O=C(NNS(=O)(=O)c1ccccc1)c1ccc(F)cc1 | -5.0 | 0.3 | -0.2 | 0.0 | 2.9 | -12.3 | 0.0 | -4.5 | 101.0
COc1cccc(OCc2cc(C(=O)N(Cc3ccccc3)CC3CC3)no2)c1 | -0.2 | 5.0 | 3.9 | -1.0 | -0.3 | -6.8 | 3.6 | -12.3 | 98.0
COc1ccc(OCCCN2CCCC(C)C2)cc1 (stereo unspecified) | 0.3 | 0.3 | 9.5 | 3.0 | . | 5.9 | 2.2 | -11.2 | 107.0
CCN(CC(=O)Nc1c(F)cccc1F)C(=O)/C=C/c1ccc(S(=O)(=O)N2CCCCCC2)cc1 | -6.2 | 4.0 | . | . | . | -15.6 | 2.6 | . | .
CC(C)N1CCC(NC(=O)Nc2ccc3c(c2)OCO3)CC1 | -1.8 | -0.1 | 7.5 | -10.0 | 8.0 | -12.9 | 0.2 | -4.8 | 87.0
O=C1[C@H]2[C@@H](c3ccc(F)cc3)N3C(=O)N(c4cccc(F)c4)C(=O)[C@@]3(Cc3ccc(Cl)cc3)[C@H]2C(=O)N1C1CCCCC1 | -0.2 | 1.2 | . | . | . | -8.4 | 0.2 | . | .
O=C(CSc1nc2cc(S(=O)(=O)N3CCOCC3)ccc2o1)NC1CCCc2ccccc21 (stereo unspecified) | -1.4 | 2.3 | 1.6 | -21.0 | 16.4 | -10.2 | 0.5 | -7.2 | 3.0*[inhibitor]
CCc1ccccc1Nc1nc(N)nc(CSc2nnc3ccccn23)n1 | 6.6 | 0.3 | -13.4 | -1.0 | 1.5 | -17.1 | 0.1 | -3.3 | 94.0
NS(=O)(=O)c1ccc(CCNC(=O)CSc2nc3ccsc3c(=O)n2C2CC2)cc1 | -4.1 | 0.0 | -11.5 | 1.0 | 12.1 | 2.2 | -1.2 | -2.0 | 108.0
COc1ccc(C(=O)N/C(=C\c2ccccc2)C(=O)NC(CCSC)C(=O)O)cc1 (stereo unspecified) | -1.2 | 0.9 | 3.6 | 5.0 | 1.0 | -9.9 | 0.2 | 14.0 | 110.0
CN(CCN(C)C(=O)c1[nH]cnc1C(=O)Nc1ccccc1)C(=O)c1[nH]cnc1C(=O)Nc1ccccc1 | -3.3 | 0.5 | . | . | . | -6.0 | 0.3 | . | .
CC1CN=C(N(C(=O)Nc2ccccc2)C(C)C)S1 (stereo unspecified) | 1.5 | 0.6 | -11.5 | 2.0 | 13.3 | 1.6 | 0.6 | -5.8 | 110.0
CC(NCc1cccc(S(=O)(=O)N(C)C)c1)c1ccc(F)cc1 (stereo unspecified) | -3.7 | 0.7 | 3.0 | -3.0 | 15.0 | -1.4 | 1.8 | -10.9 | 99.0
Cc1cc(C)cc(NC(=O)CSc2ncc(S(=O)(=O)c3ccccc3)c(=O)[nH]2)c1 | -4.3 | -0.4 | -1.3 | -1.0 | -1.2 | -1.5 | -0.5 | -7.8 | 95.0
O=C(CN1CCN(c2ccc(O)cc2)CC1)Nc1ccccc1C(=O)NCCc1ccccc1 | 0.8 | 1.7 | . | . | . | -4.7 | 1.6 | . | .
CC1(C)CNC(=O)c2sc(N3CCOCC3)nc2C1 | -9.0 | 0.4 | 4.2 | 0.0 | 12.5 | 2.2 | 1.2 | -3.1 | 94.0
CCc1ccc(NC(=O)c2cc(C)no2)cc1 | -10.5 | -0.7 | -5.2 | 1.0 | 15.3 | 0.8 | -0.5 | 5.9 | 110.0
CN(C)c1ncnc(N(C)C)c1[N+](=O)[O-] | 0.5 | 1.2 | -11.7 | 4.0 | -0.3 | -2.5 | -0.3 | -7.7 | 104.0
COc1cc(OC)c2ccc(=O)oc2c1C(CC(=O)N1CCN(c2ccccc2)CC1)c1ccc2c(c1)OCO2 (stereo unspecified) | -8.1 | -0.8 | . | -1.0 | -68.3 | -5.4 | 0.1 | . | 97.0
COc1ccc(S(=O)(=O)NCC2CCCN(Cc3ccc(O)cc3)C2)cc1 (stereo unspecified) | -9.2 | 0.1 | 5.5 | 4.0 | 16.5 | -9.0 | -0.1 | -6.5 | 104.0
O=C(Cn1ccc(C(F)(F)F)n1)N=Nc1c(O)[nH]c2ccccc12 | -6.2 | -0.1 | -1.1 | -8.0 | 4.6 | 0.2 | -0.8 | 8.4 | 86.0
O=C(Nc1nnc(-c2ccccc2)s1)c1ccc(Cl)c(S(=O)(=O)N2CCOCC2)c1 | . | . | 0.1 | -2.0 | 32.9 | . | . | -11.7 | 99.0
COc1ccc(NC(=O)Nc2c[nH]c(=O)[nH]c2=O)cc1 | -8.4 | 1.5 | -3.5 | 6.0 | 0.7 | -12.0 | 2.2 | -1.3 | 102.0
COc1ccc(NS(=O)(=O)c2ccc(N/N=C/c3ccc(N4CCOCC4)cc3)c([N+](=O)[O-])c2)cc1 | 5.9 | 0.8 | -23.7 | -2.0 | 34.4 | -7.6 | 0.9 | -4.2 | 95.0
COc1cc(C(=O)N[C@H](C(=O)NC2CCCc3ccccc32)C(C)C)cc(OC)c1OC (stereo partly specified) | -6.0 | 3.3 | . | . | . | -4.3 | -1.5 | . | .
O=C(NNC(=O)c1ccccc1Cl)c1ccc(-n2cncn2)c([N+](=O)[O-])c1 | -0.3 | -0.1 | . | . | . | -6.3 | 0.7 | . | .
c1ccc(CNc2nc(-c3cccnc3)nc3ccccc23)cc1 | -8.7 | . | -1.9 | 2.0 | 9.0 | . | . | 0.1 | 95.0
COc1ccc(C(=O)NNC(=O)c2cc3cc(OC)ccc3oc2=O)cc1 | -6.9 | -1.3 | -4.4 | -16.0 | 0.3 | -5.0 | -0.9 | -7.7 | 86.0
COc1ccccc1N(C(C)=O)c1nc(C)cc(C)c1C#N | 0.0 | 1.4 | -0.6 | 7.0 | -95.6 | -3.9 | 1.3 | -1.2 | 103.0
CC(=O)Nc1ccc(OC(=O)c2ccc(Cl)cc2)cc1 | -10.0 | 3.7 | -3.0 | -1.0 | 18.2 | -6.9 | 2.4 | 6.9 | 102.0
CCC(C)Sc1nnc(-c2c[nH]c3ccccc23)n1CCOC (stereo unspecified) | -5.5 | -0.5 | -2.4 | 7.0 | 2.2 | -0.4 | -1.0 | 10.4 | 102.0
O=C(CN1CCCCC1)Nc1nnc(-c2ccc([N+](=O)[O-])cc2)s1 | -2.5 | 2.5 | 1.5 | . | 1.3 | 0.8 | 4.7 | 3.0 | .
O=C(N/C(=C\c1ccc(-c2ccccc2)o1)C(=O)N1CCOCC1)c1ccccc1 | -2.3 | . | -4.5 | -11.0 | -3.0 | . | . | 10.9 | 84.0

An excerpt from above in order of heavy-atom count, rising.
SMILES | GalR3 antagonist | V1aR counter | M18AAP inhibitor | MEKK2 mut-MEK5 | NALP1 inh | OXTR potentiator | OXTR agonist | GPR7 antag | MEKK2wt PB1 HTS
CC(=O)Nc1ccc(OC(=O)c2ccc(Cl)cc2)cc1 | -10.0 | 3.7 | -3.0 | -1.0 | 18.2 | -6.9 | 2.4 | 6.9 | 102.0
COc1ccccc1N(C(C)=O)c1nc(C)cc(C)c1C#N | 0.0 | 1.4 | -0.6 | 7.0 | -95.6 | -3.9 | 1.3 | -1.2 | 103.0
CCC(C)Sc1nnc(-c2c[nH]c3ccccc23)n1CCOC (stereo unspecified) | -5.5 | -0.5 | -2.4 | 7.0 | 2.2 | -0.4 | -1.0 | 10.4 | 102.0
COc1ccc(C(=O)NNC(=O)c2cc3cc(OC)ccc3oc2=O)cc1 | -6.9 | -1.3 | -4.4 | -16.0 | 0.3 | -5.0 | -0.9 | -7.7 | 86.0
